TRHR PAM: qHTS for Small Molecule Agonists and Allosteric Enhancers of Human TRH Receptor: Primary Screen for Enhancers | Thyrotropin-releasing hormone receptor (Homo sapiens), P34981 | TRHR cells, fluo-8 calcium fluorescence, EC20 TRH enhancement | enhancement, % at 2 µM | 360,000 tested, 0.66% active; in the data active = enhancement above about 30%; also: 0% is about no effect
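TRHR-expressing cells loaded with fluo-8 calcium dye were read kinetically (ex 480/em 530) during compound addition, then stimulated with an EC20 of TRH (10 nM final). Enhancement of the Gq-mediated intracellular calcium response was scored.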
TrxR1 substrate: qHTS Assay for Substrates of Mammalian Selenoprotein Thioredoxin Reductase 1 (TrxR1): qHTS; Thioredoxin reductase 1, cytoplasmic (Rattus norvegicus), O89049; purified TrxR1 substrate turnover, NADPH consumption readout; Potency, µM (series often up to 114 µM), for the others: at the highest dose activity change, negative = substrate turnover; 390,000 tested, 0.01% active; AID 588456, 2011; also: potency is read from the fitted curve at half-maximal effect; % is scaled to controls: 0 for no effect and ±100 for the full control effect; nearly all actives have a fitted effect of over 50% in size
Target sequence (O89049 whole entry, looked up): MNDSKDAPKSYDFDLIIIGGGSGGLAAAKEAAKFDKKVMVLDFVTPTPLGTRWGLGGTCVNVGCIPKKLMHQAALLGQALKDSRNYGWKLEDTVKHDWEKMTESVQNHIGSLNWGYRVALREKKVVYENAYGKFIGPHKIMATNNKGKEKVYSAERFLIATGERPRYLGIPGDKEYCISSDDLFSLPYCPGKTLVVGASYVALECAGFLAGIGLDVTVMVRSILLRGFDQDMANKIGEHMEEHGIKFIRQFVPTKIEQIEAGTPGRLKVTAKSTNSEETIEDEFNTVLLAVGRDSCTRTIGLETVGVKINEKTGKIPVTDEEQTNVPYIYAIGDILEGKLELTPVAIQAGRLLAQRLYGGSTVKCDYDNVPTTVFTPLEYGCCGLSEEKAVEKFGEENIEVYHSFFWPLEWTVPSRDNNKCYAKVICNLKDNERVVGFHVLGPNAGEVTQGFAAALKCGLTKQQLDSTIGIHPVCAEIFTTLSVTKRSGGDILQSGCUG
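Rat TrxR1, dispensed at 90 nM, was prereduced with 400 uM NADPH (final) for 5 min at ~22 deg C, then incubated with compound 15 min before 400 uM selenite. A first-read NADPH fluorescence drop versus no-compound background flagged substrates.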
USP1-UAF1 inh: Inhibitors of USP1/UAF1: Primary Screen; Ubiquitin carboxyl-terminal hydrolase 1 (Homo sapiens), O94782; recombinant USP1/UAF1, Ub-Rhodamine cleavage fluorescence; Potency, µM (top dose mostly 57.1 µM), for the others: at the top dose activity change, negative = inhibition, usual class: inhibitors; 390,000 tested, 0.23% active; AID 743255, 2014; also: potency is read from the fitted curve at half-maximal effect; % is scaled to controls: 0 for no effect and ±100 for the full control effect; nearly all actives have a fitted effect of over 60% in size; inactives centre near -12
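USP1/UAF1 complex (1 nM) preincubated 15 min at room temperature with compound, then Ub-Rho substrate (150 nM final) added. Kinetic fluorescence at 480/540 nm over 6 reads at 60 s intervals; 50 mM HEPES pH 7.8, 0.5 mM EDTA, 0.1 mg/ml BSA, 1 mM TCEP, 0.01% Tween-20.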
IDH1 R132H inh: qHTS for Inhibitors of mutant isocitrate dehydrogenase 1 (IDH1): qHTS | Isocitrate dehydrogenase [NADP] cytoplasmic (Homo sapiens), O75874 | 390,000 tested, 0.093% active | Potency, µM (doses to about 76.6 µM), inactives show top-dose activity change, negative = inhibition, actives largely listed as inhibitors | IDH1-R132H enzyme, NADPH consumption, diaphorase/resazurin fluorescence | AID 602179, 2012; also: potency is read from the fitted curve at half-maximal effect; % is scaled to controls: 0 for no effect and ±100 for the full control effect; nearly all actives have a fitted effect of over 65% in size
Target sequence (O75874 whole entry R132H, stated change not applied): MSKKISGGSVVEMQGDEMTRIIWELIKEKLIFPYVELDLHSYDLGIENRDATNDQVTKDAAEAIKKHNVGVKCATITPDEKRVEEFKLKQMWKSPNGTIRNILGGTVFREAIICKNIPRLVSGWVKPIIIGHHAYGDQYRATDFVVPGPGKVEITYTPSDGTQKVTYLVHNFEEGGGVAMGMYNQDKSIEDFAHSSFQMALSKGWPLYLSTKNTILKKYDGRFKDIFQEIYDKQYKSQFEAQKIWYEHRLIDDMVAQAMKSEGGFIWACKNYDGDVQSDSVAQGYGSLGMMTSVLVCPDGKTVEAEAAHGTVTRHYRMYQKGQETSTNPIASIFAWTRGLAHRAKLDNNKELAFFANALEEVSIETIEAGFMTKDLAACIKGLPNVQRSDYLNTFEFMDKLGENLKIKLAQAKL
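IDH1-R132H (0.5 ug/mL) preincubated 30 min with compound, then NADPH (0.016 mM) and alpha-KG (2 mM) added; 80 min at RT, pH 7.5. Remaining NADPH coupled via diaphorase/resazurin to fluorescence (540/590 nm); concentration-response curves normalized to no-enzyme control.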
D2 antag: HTS Assay for Allosteric Antagonists of the Human D2 Dopamine Receptor: Primary Screen for Antagonists; D(2) dopamine receptor (Homo sapiens), P14416; HEK293 TREx D2 cells, calcium flux, dopamine EC80; inhibition, % at 10 µM; 340,000 tested, 2% active; AID 485344, 2010; in the data active = inhibition above about 30%; also: 0% is about no effect
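Calcium flux kinetic readout in an inducible HEK293 TREx D2 line plated overnight at 30 C. After 180 s compound exposure, an EC80 dopamine challenge follows with another 180 s kinetic read to detect antagonism.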
D2 agonist: HTS Assay for Allosteric Agonists of the Human D2 Dopamine Receptor: Primary Screen for Agonists | D(2) dopamine receptor (Homo sapiens), P14416 | HEK293 T-REx D2 cells, calcium flux agonist mode | activation, % at 2 µM | 340,000 tested, 0.53% active | AID 485358, 2010;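 active = activation over 3 SD above normal in the single-dose calcium agonist read, cut at about 30% in these data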; also: 0% is about no effect
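Tetracycline-induced HEK293 Trex cells with D2 receptor force-coupled to calcium signaling, plated overnight at 30 C and loaded with no-wash calcium dye. Calcium flux read kinetically for 180 s after compound addition; responses flag agonists.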
rTrxR1 inhibitor: qHTS Assay for Inhibitors of Mammalian Selenoprotein Thioredoxin Reductase 1 (TrxR1): qHTS; Potency, µM (top dose mostly 114 µM), for inactives: at the top dose activity change, negative = inhibition, hits mostly inhibitors; 390,000 tested, 1% active; Thioredoxin reductase 1, cytoplasmic (Rattus norvegicus), O89049; recombinant rTrxR1, NADPH fluorescence consumption, selenite substrate; AID 588453, 2011; also: potency is read from the fitted curve at half-maximal effect; % is scaled to controls: 0 for no effect and ±100 for the full control effect; nearly all actives have a fitted effect of over 65% in size
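Rat TrxR1 (90 nM in the dispensed reagent) was pre-reduced with 400 uM NADPH for 5 min at room temperature, then incubated with compound for 15 min. After 400 uM selenite was added, NADPH fluorescence (Ex 340/Em 450 nm) was followed for 8 min.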
TRHR ag: qHTS for Small Molecule Agonists and Allosteric Enhancers of Human TRH Receptor: Primary Screen for Agonists; AID 493084, 2011; TRHR cells, calcium flux fluo-8, FDSS agonist mode; activation, % at 2 µM; 360,000 tested, 0.18% active; Thyrotropin-releasing hormone receptor (Homo sapiens), P34981; in the data active = activation above about 30%; also: 0% is about no effect
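TRHR-expressing cells loaded with fluo-8 calcium dye; 23 nL library compound pin-transferred, kinetic FDSS fluorescence (Ex 480/Em 530) recorded about 180 s for agonist-induced calcium release, before a 10 nM TRH EC20 addition for potentiator mode.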
Pin1 inhibitor: qHTS Assay to Find Inhibitors of Pin1; AID 504891, 2011; Peptidyl-prolyl cis-trans isomerase NIMA-interacting 1 (Homo sapiens), Q13526; 390,000 tested, 0.009% active; Potency, µM (top dose mostly 115 µM), for the others: top-dose activity, negative = inhibition, actives largely listed as inhibitors; Pin1 FP peptide displacement, HiFluor488, 10 min; active = well fitted inhibition curve with a large enough effect in the polarisation, with a control signal flat, not every such curve was filed as active; inconclusive = small, poorly fitted or top-dose-only effect, or effect the other way, or a change in a side signal; inactive = no such curve, though single readings can be large or run the other way; the % refers to the polarisation; also: potency is read from the fitted curve at half-maximal effect; % is scaled to controls: 0 for no effect and ±100 for the full control effect
Target sequence (Q13526 whole entry, looked up): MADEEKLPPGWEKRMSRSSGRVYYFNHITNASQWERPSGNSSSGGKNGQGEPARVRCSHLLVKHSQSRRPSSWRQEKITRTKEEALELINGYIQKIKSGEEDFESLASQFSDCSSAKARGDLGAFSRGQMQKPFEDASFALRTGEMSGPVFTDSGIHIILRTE
Numbers without * were called inactive; ? = inconclusive; . = not tested or not shown; [ ] = remark or other dose. Unless noted, calls follow the shape of the dose curve; as a rule, active = well fitted inhibition curve with a large enough effect; inconclusive = small, poorly fitted or top-dose-only effect; inactive = no such curve, though single readings can be large or run the other way. A portion of the library, so the mix of outcomes need not match the whole.

SMILES	TRHR PAM	TrxR1 substrate	USP1-UAF1 inh	IDH1 R132H inh	D2 antag	D2 agonist	rTrxR1 inhibitor	TRHR ag	Pin1 inhibitor
CCn1cc(CN2CCN(Cc3ccc(OC)c(C)c3C)C(CCO)C2)c(C)n1 (stereo not drawn)	7	0%[57.1 µM]	-10%	2%	1	-0.3	7%[57.1 µM]	0.2	-14%
CC(=O)Nc1ccc2nc(CN3CCC(CO)(CCc4ccccc4)CC3)ccc2c1	-6	16%	-15%	1%	.	.	0%	1.6	0%
O=c1c2ccccc2[nH]c(=S)n1CCN1CCC(=C(c2ccc(F)cc2)c2ccc(F)cc2)CC1	-1	.	.	.	-5	0.0	.	0.2	.
CCOC(=O)c1c(NCc2ccc3c(c2)OCO3)c2ccccc2[nH]c1=O	0	-4%	-17%	5%	0	-0.4	-3%	-0.3	-7%
COc1ccc(NC(=O)CCSCCc2ccccn2)cc1OC	-6	6%	-11%	8%	-2	0.0	4%	-0.1	-4%
Cc1ccc(N(CC(=O)NC(C)(C)C)C(=O)CCC(=O)Nc2nccs2)c(C)c1	22	0%	-20%	2%	8	0.2	4%	0.2	-10%
Cn1c(=O)cc(N2CCN(C(=O)c3ccco3)CC2)[nH]c1=O	4	14%[57.1 µM]	-16%	8%	-19	0.9	?	-0.7	-3%
CCOc1ccccc1/C=C/c1cc(C(=O)O)c2ccccc2n1	-5	69%[activator]	-20%	4%	-4	1.0	15%	0.0	-2%
COc1ccccc1C(=O)COC(=O)c1cc(S(=O)(=O)N2CCCCC2)ccc1N1CCOCC1	6	-1%	3%	-2%	5	-0.2	13%	-0.5	5%
Cc1cc(OCC(=O)Nc2ccc(S(=O)(=O)N3CCN(C)CC3)cc2)ccc1Br	-3	-12%	-2%	-2%	-8	0.7	-5%	0.9	4%
COc1ccc(C)cc1NC(=O)CN(C)S(=O)(=O)c1ccc2c(c1)CC(C)N2C(C)=O (stereo not drawn)	1	0%	-6%	10%	15	-0.5	12%	-0.9	-1%
OC(COc1c(Cl)cc(Cl)cc1Cl)CN1CCCCC1 (stereo not drawn)	-4	1%[57.1 µM]	5%	-4%	-2	-0.8	-3%[57.1 µM]	0.0	-1%
COc1ccc(OC)c(NC(=O)CSC2=Nc3ccccc3C3=NC(CCC(=O)NCCc4ccccc4)C(=O)N23)c1 (stereo not drawn)	1	4%[57.1 µM]	-2%	14%	.	0.0	14%[57.1 µM]	-0.4	10%
Cc1ccsc1/C=C/c1n[nH]c(=O)c(C#N)c1C	-6	-2%	-19%	12%	-6	0.3	9%	0.4	1%
Cc1cccc(NC(=O)c2sc3nc(-c4ccccc4)cn3c2C)n1	-3	29%	-17%	5%	6	1.3	41%[activator]	5.1	?
O=C(CCn1c(=O)oc2ccccc21)N1CCN(c2ccccc2F)CC1	1	9%[57.1 µM]	5%	9%	5	-0.5	1%[57.1 µM]	-0.1	-4%
Cc1cc(C)n(CC(=O)Nc2ccccc2)n1	5	-10%	-5%	1%	28	0.2	-1%	1.5	-2%
CCSc1nnc2c3cc(CC)ccc3n(C)c2n1	-11	-2%	-2%	6%	-2	1.2	19%	-0.7	-2%
C[n+]1c(-c2ccccc2)cc2c(=Cc3ccc([N+](=O)[O-])cc3)c3ccccc3n21	.	6%[11.4 µM]	3.5µM*	3%	.	.	3%[11.4 µM]	.	-5%
O=C(Nc1ccc(S(=O)(=O)NCC2CCCO2)cc1)c1cccc(F)c1 (stereo not drawn)	-1	2%[57.1 µM]	-13%	8%	-7	-0.3	1%[57.1 µM]	-1.4	1%
COC(=O)c1ccc(/C=N\N2CCN(Cc3ccc(C)cc3)CC2)cc1	-1	3%	-8%	0%	-10	-0.6	20%	-0.6	-1%
C[C@@]12CC(=O)NC1N(C(=O)c1cccc(C(F)(F)F)c1)C(c1ccccc1O)C2 (stereo partly drawn)	1	10%[57.1 µM]	-5%	0%	-26	-0.3	-2%[57.1 µM]	0.1	-3%
CCCc1cc(C(=O)Nc2sc3c(c2C#N)CCC3)no1	-2	9%[57.1 µM]	-14%	7%	-5	1.3	11%[57.1 µM]	1.3	1%
Cc1cccc2c1-c1sc(C(=O)Nc3ccc(F)cc3F)cc1CO2	3	74%[activator]	-13%	29%	.	0.2	72%[activator]	0.6	-1%
CCOc1cc2[nH]c(=S)n(C(C)C)c(=O)c2cc1OCC	0	-3%	-10%	5%	-1	1.8	11%	-0.2	1%
Cc1ccccc1NC(=O)c1ccc(C)c(S(=O)(=O)Nc2ccccn2)c1	-5	30%	-14%	3%	-7	-0.5	23%	-0.3	-2%
COCCn1c(SCC(=O)c2ccccc2)nc2c(c1=O)SC(C)C2 (stereo not drawn)	-1	-6%	8%	3%	-15	-0.9	-19%	-1.6	-10%
COC(=O)C(C(=O)Nc1ncccn1)C1CCCCCC1 (stereo not drawn)	-3	-2%	-20%	1%	.	.	2%	0.5	1%
COc1cc(CN2CCC(Cc3ccccc3)CC2)c([N+](=O)[O-])cc1OC	2	6%[57.1 µM]	-5%	6%	15	0.8	-51%	-0.4	0%
O=C(Nc1ccccc1C(=O)N1CCOCC1)c1ccco1	8	12%[57.1 µM]	-10%	-1%	8	1.1	19%[57.1 µM]	0.7	-2%
CC(=O)c1c(N2CCN(c3ccccn3)CC2)nc(=S)n(-c2ccccc2)c1C	4	-2%	-23%	2%	-14	8.3	3%	0.6	2%
COCCCNC(=O)c1c[nH]c2ccc(S(=O)(=O)N3CCC4(CC3)OCCO4)cc2c1=O	7	10%[57.1 µM]	-22%	0%	-3	1.1	18%[57.1 µM]	0.1	-5%
CCS(=O)(=O)c1ncc(Cl)c(C(=O)Nc2ccc(S(=O)(=O)N3CCC(C)CC3)cc2)n1	19	-1%	-13%	1%	29	1.0	8.9µM*	0.1	45%[activator]
CCOC(=O)C1(Cc2ccccc2C)CCCN(C(=O)CCC(=O)OC)C1 (stereo not drawn)	-2	7%[57.1 µM]	-19%	6%	-7	1.5	3%[57.1 µM]	0.2	0%
C=CCNC(=O)c1cccc(C(F)(F)F)c1	6	-5%	-6%	4%	-12	2.4	14%	-1.1	3%
C[C@@H]1CC2OC(=O)[C@@]3(C)C(=O)CC[C@@](C)(C23)[C@@]1(O)CCc1ccoc1 (stereo partly drawn)	-4	-6%[57.1 µM]	-19%	-11%	30*	0.2	7%	0.1	0%
Cc1cc(C(=O)COC(=O)c2ccc(F)cc2F)c(C)n1C1CC1	-1	-15%	-8%	1%	-11	-0.5	-13%	-0.3	-2%
COc1ccc2oc(=O)cc(CN(C)Cc3ccccc3)c2c1	-8	2%	-13%	16%	25	-1.0	13%	-1.0	-2%
O=C1c2ccccc2-c2onc3ccc(N4CCCC4)c1c23	-13	-1%	14µM*	-21%	13	19	?	54*	?
CS(=O)c1ccc(-n2c(=O)n(Cc3ccccc3)c(=O)c3[nH]cnc32)cc1 (stereo not drawn)	-6	5%	-10%	-9%	10	-0.6	7%	-0.6	-4%
COC(=O)C1=C(C)N(CC2CC2)C(=O)N[C@H]1c1ccccc1	.	-2%	7%	3%	.	.	-8%	.	-6%
COc1cccc(NC(=O)CN(C)C(=O)CN2C(=O)c3ccc([N+](=O)[O-])cc3C2=O)c1	2	-1%[57.1 µM]	-10%	-3%	-9	-0.3	2%[57.1 µM]	-0.6	-1%
CCOc1nc(NCCc2ccc(OC)c(OC)c2)nc(NC(C)(C)CO)n1	.	-8%	-7%	5%	.	.	-9%	.	-2%
C[C@H]1COC(=O)[C@H](Cc2ccc(F)cc2)CC/C=C/C[C@@H](CC(=O)N[C@@H](CO)Cc2ccccc2)C(=O)N1	.	-6%	-20%	-2%	.	.	-5%	.	-7%
CCOC(=O)C1CCCN(C(=O)c2ccc(CNc3c(N4CCC(C)CC4)c(=O)c3=O)cc2)C1 (stereo not drawn)	-1	-3%	-18%	-1%	12	0.4	5%	0.3	2%
CC(=O)c1cccc(CN2CCN(CCc3ccccc3)C(CCO)C2)c1 (stereo not drawn)	5	3%[57.1 µM]	-10%	0%	34*	1.2	7%[57.1 µM]	0.5	-3%
CN1c2cc(Cl)ccc2-c2nc(SCC(=O)Nc3ccc(F)cc3F)ncc2S1(=O)=O	0	17%[57.1 µM]	-11%	-19%	.	-0.3	27%[57.1 µM]	0.3	9%
O=C(CSc1nncn1-c1cccnc1)Nc1cccc(C(F)(F)F)c1	5	7%[57.1 µM]	-6%	5%	-12	-3.1	-10%[0.0914 µM]	0.4	-5%
